# Screening data deposited in PubChem by The Scripps Research Institute Molecular Screening Center.
# SRC1 TRFRET art – TR-FRET artefact, counter-screen to PPARgamma/SRC-1 agonist assay; TR-FRET detection artefact counter-screen, emission ratio; stronger effect = higher value; TR-FRET ratio at 8 µM; 0.34% of 99,000 active; AID 1051; in the data active = TR-FRET ratio above about 2300; also: inactives centre near 1800; reference of the scale not given here
# SRC3 TRFRET art – TR-FRET artefact, counter-screen to PPARgamma/SRC-3 agonist assay; PPARgamma/SRC-3 format; stronger effect = higher value; TR-FRET ratio at 8 µM; 0.39% of 99,000 active; in the data active = TR-FRET ratio above about 2000; also: inactives centre near 1600; reference of the scale not given here
# Numbers without * were called inactive.
canonical_smiles	SRC1 TRFRET art	SRC3 TRFRET art
Cc1cccc(OCC(=O)NC(Cc2c[nH]c3ccccc23)C(=O)O)c1C (stereo not drawn)	1946	1545
COCCn1c(N)c(Sc2ccc([N+](=O)[O-])cc2)c(=O)[nH]c1=O	1673	1640
Cc1cccc(C)c1Nc1nnc(SCc2cn3cccc(C)c3n2)s1	1531	1558
NC(N)=Nc1nc(C2COc3ccccc3O2)cs1 (stereo not drawn)	2064	1575
CCCC1(C(=O)OC)NC(c2cccc(F)c2)C2C(=O)N(CC)C(=O)C21 (stereo not drawn)	1892	1543
COc1ccc(CNC(=O)COC(=O)CCCOc2ccc(Cl)cc2Cl)cc1OC	1613	1487
O=C(NC(=S)Nc1nc(-c2ccc(Cl)cc2)cs1)c1cccs1	1691	1446
C/C(=C/Cc1c(O)cc2oc(C)cc(=O)c2c1O)COC1OC(CO)C(O)C(O)C1O (stereo not drawn)	1695	1274
O=C(COC(=O)/C=C/c1ccc(Br)o1)Nc1ccccc1F	1810	1540
COc1cccc(-c2cc(=O)c3cc(NC(=O)c4ccccc4)ccc3[nH]2)c1	1665	1486
COc1ccc(C(=O)NNC(=O)CSc2nnnn2C)cc1	1780	1490
O=Cc1cccn1-c1sc2c(c1C(=O)O)CCCC2	2000	1601
O=C(CCNc1cccc(F)c1)c1cc2ccccc2o1	1720	1474
CC(C)(C)c1nnc(NC(=O)c2cccs2)s1	1907	1757
CCCOc1ccc(-c2c(=O)n(OCc3ccc([N+](=O)[O-])cc3)c3ccccc3[n+]2[O-])cc1	1641	1542
O=C(Nc1ccn(Cc2ccc(Cl)cc2)n1)c1ccccc1	1784	1640
CC(C)(C)OC(=O)N1CCC(C(=O)N[C@@H](Cc2ccccc2)C(=O)O)(c2ccccc2)CC1	1955	1504
CCC(C)n1c(=O)c(C(=O)Nc2ccccc2S(N)(=O)=O)c(O)c2ccccc21 (stereo not drawn)	1684	1358
CC(/C=C/c1ccco1)=N/NC(=O)CNc1ccccc1C	1623	1413
CN1CCN(C(=O)CSc2cc(=O)n(C)c3ccccc23)CC1	2594*	2760*
NS(=O)(=O)c1ccc(NC(=O)/C=C/c2cccc(Cl)c2)cc1	1781	1557
COc1ccc(-n2c(COc3cccc4ccccc34)nnc2SC(C)C(=O)O)cc1 (stereo not drawn)	1941	1732
Cc1cccc(C(=O)N[C@H](C(=O)Nc2cc(S(=O)(=O)N3CCCCC3)ccc2C)C(C)C)c1	1887	1678
CC1S/C(=N/N=C2CCC(C(C)(C)C)CC2)NC1=O (stereo not drawn)	1886	1612
CC(C)(C)n1ncc2c(=O)n(Cc3ccc(Cl)cc3)cnc21	1712	1594
O=[N+]([O-])c1cccc(CNC2CCCCCC2)c1	1757	1534
CCCCN(C(=O)CSc1nnc(-c2ccccc2)n1C)c1c(N)n(Cc2ccccc2)c(=O)[nH]c1=O	1777	1460
Oc1csc(Cc2nc(-c3ccc(Br)cc3)cs2)n1	1755	1686
Cc1nc(NC(=O)CSc2ccc(-c3nc4ccccc4[nH]3)cn2)sc1C	1544	1476
Cc1ccc(NC(=S)Nc2ccc3cn[nH]c3c2)c(C)c1	1768	1595

# (list continues)
canonical_smiles	SRC1 TRFRET art	SRC3 TRFRET art
O=C1c2ccccc2-c2onc3ccc(NCc4ccco4)c1c23	2253	2084*
C=CCNC(=O)Nc1ccc(F)c(Cl)c1	1871	1501
CC(=O)c1c(C)[nH]c(C(=O)CSc2nc3ccccc3c(=O)n2CCCO)c1C	1836	1528
COc1cc(CCC(=O)OCC(N)=O)cc(OC)c1OC	1704	1604
CN(C)C(=S)NC(=O)C(c1ccccc1)c1ccccc1	1433	1490
CCOc1ccc(NC(=O)CC(NCc2ccccn2)C(=O)O)cc1 (stereo not drawn)	1895	1714
Cc1ccc(-n2[nH]c(C)c(C=Nc3ccc(C)cn3)c2=O)cc1	1758	1607
CC(C)(C)c1ccc(COn2ccnc2)cc1	1645	1501
CCN1C(C)=C(C)S/C1=C1\SC(=S)N(N)C1=O	2038	1791
C/C(CCC(C)C)=N\Nc1cc(C)c2ccccc2n1	1482	1401
Cn1c(=O)c2c(ncn2CC(=O)N/N=C/c2cn[nH]c2-c2ccc(F)cc2)n(C)c1=O	1727	1662
Cc1c(-c2ccccc2)oc2c(C(=O)N3CCN(c4ccccc4F)CC3)cccc2c1=O	1947	1707
COC(=O)c1ccc(OCC2c3cc(OC)c(OC)cc3CCN2C(C)=O)cc1 (stereo not drawn)	1692	1531
CCNc1nc(Oc2ccc(C#N)cc2)cc(C(F)(F)F)n1	1962	1475
Cc1csc(N(C(=O)CCNC(=O)c2ccc([N+](=O)[O-])cc2)c2ccccc2)n1	1529	1495
COc1cc(NC(=S)Nc2ccc(N(C)C(C)=O)cc2)cc(OC)c1	2003	1704
O=C(NC(c1ccccc1)c1ccccc1)C1CCCC1	1951	1559
C=CCn1c(SCC#N)nc2sc(CC)cc2c1=O	1795	1682
Cc1ccc(-n2[nH]c(=O)c(-c3ccccn3)c2C)cc1	1783	1751
O=C(NCc1ccccc1)NCC12CC3CC(CC(C3)C1)C2	1759	1642
O=C1CCN(C(=S)NCCc2ccccc2)CC1	1775	1558
COc1nccnc1NS(=O)(=O)c1ccc(NC(=S)NC(=O)c2ccccc2F)cc1	1749	1610
O=C(Nc1cccnc1)c1ccc(Cl)cc1[N+](=O)[O-]	2039	1683
Cc1cc(C(=O)NNC(=O)Nc2cccc(C(F)(F)F)c2)no1	1746	1699
COCCOC(=O)C1=C(C)NC(=O)NC1c1ccc(-c2cc(Cl)ccc2Cl)o1 (stereo not drawn)	1937	1703
COc1ccccc1-c1nc(SCC(=O)NCC2CCCO2)c2c(=O)n(C)c(=O)n(C)c2n1 (stereo not drawn)	1936	1695
CCOC(=O)C1CCN(C(=O)COc2ccc([N+](=O)[O-])cc2)CC1	1779	1470
CCN(CC)C(=S)SC1=CCS(=O)(=O)C1	1876	1718
O=C(O)C1Cc2ccccc2CN1S(=O)(=O)/C=C/c1ccccc1 (stereo not drawn)	1816	1733
C/C(CC(=O)Nc1ccc(N(C)C)cc1)=N\NC(=O)c1ccncc1	1841	1741

# (further entries)
canonical_smiles	SRC1 TRFRET art	SRC3 TRFRET art
Cc1nn(-c2ccccc2Cl)c(Cl)c1/C=N/Nc1nc2ccccc2s1	1908	1614
Cc1cccc(C)c1NC(=O)NN(C(=O)c1ccccc1)C(C)(C)C	1847	1688
Nc1ccc2c(c1)COC2=O	1716	1661
C=CCNC(=O)/C(C#N)=C/c1cn(-c2ccccc2)nc1-c1cccs1	1642	1569
C=CCOc1c(Br)cc(/C=N/Nc2ccc(C(=O)O)cc2)cc1OCC	1925	1608
Cc1ccc(OCC(=O)Nc2c[nH]c(=O)[nH]c2=O)cc1C	1744	1735
Cc1cc(/C=C2\Cc3ccccc3C2=O)c(C)n1-c1ccccc1	1645	1606
O=C(C1=C[C@H](c2ccccc2)C[C@H](OCCCCO)O1)N1CCN(Cc2ccccc2)CC1	1635	1711
Cc1nc2ccc(NC(=O)c3nn(CC(C)C)c(=O)c4ccccc34)cc2s1	1854	1477
COc1ccc(CCNC(=O)CCc2ccc(S(=O)(=O)NC(C)C)cc2)cc1	1610	1497
CCCCOc1cccc(C(=O)Nc2ccc(N3CCN(CC)CC3)cc2)c1	1595	1667
Cc1ccc(S(=O)(=O)N2CCN(C(=S)NCc3ccc4c(c3)OCO4)CC2)cc1	1935	1713
Cc1ccc2c(c1)C1CN(C)CCC1N2C(=O)c1cccc(S(=O)(=O)N(C)C)c1 (stereo not drawn)	1813	1719
NS(=O)(=O)c1ccc(CCNC(=O)CSc2ncnc3ccccc23)cc1	1741	1741
Fc1ccc(Nc2ccc3ccccc3n2)c(F)c1	1805	1464
O=C(/C=C/c1ccc(N2CCCCC2)c([N+](=O)[O-])c1)c1ccc(O)cc1	1679	1647
CCCS(=O)(=O)c1c(S(=O)(=O)CCC)c2ccc(C(N)=O)cn2c1C(=O)c1ccc(OC)cc1	1781	1645
CN1CCN(C(=S)c2ccc([N+](=O)[O-])cc2)CC1	1694	1367
O=c1cc(-c2ccccc2Cl)oc2c(Br)ccc(O)c12	1578	1493
CCOC(=O)N1CCN(CC(O)COc2ccccc2C(C)(C)C)CC1 (stereo not drawn)	1832	1583
CCOC(=O)c1c(NC(=O)c2ccccc2Cl)sc2c1CCc1ccccc1-2	1906	1684
N#Cc1ccc(OCc2nnc(-c3ccc([N+](=O)[O-])cc3)o2)cc1	1941	1525
CN(Cc1nc(-c2cccc(Cl)c2)no1)C1CCOCC1	1997	1559
O=C(O)CCc1nn2c3ccccc3n(CC(=O)O)c2nc1=O	2107	1754
O=C(COc1ccc(Br)cc1)N(CCO)CCO	1543	1563
Cn1c(=S)[nH]c2[nH]c(=O)cnc2c1=O	2038	1682
N=C1SCC(=O)N1c1ncc(Cc2ccccc2Cl)s1	1598	1654
O=C(NCCc1csc(-c2ccccc2)n1)c1c(F)cccc1F	1807	1614
CC(C)(C)CC(=O)NC(=S)NCc1ccccc1	1563	1731
O=C(Nc1ccc2oc(-c3ccncc3)nc2c1)c1ccc(F)cc1	1768	1522

# Next part:
canonical_smiles	SRC1 TRFRET art	SRC3 TRFRET art
O=C(CN1CCN(c2ccccc2O)CC1)NCCCc1ccccc1	1862	1537
O=C(Nc1ccc(-c2nnn(CC(=O)N3CCN(C(=O)c4ccco4)CC3)n2)cc1)c1ccccc1F	1650	1656
Cc1ccccc1C(=O)Nc1ccc(N2CCCCCC2)cc1	1534	1575
CN(Cc1cnccn1)C(=O)CC1C(=O)NCCN1Cc1cccc(Oc2ccccc2)c1 (stereo not drawn)	1813	1597
CCCCNC(=S)NC(=O)c1ccccc1Br	2021	1625
Cc1c(Nc2nc3ccccc3nc2NS(=O)(=O)c2cccc(Cl)c2)c(=O)n(-c2ccccc2)n1C	1734	1647
COc1ccc(C(=O)COC(=O)c2ccc3ccccc3n2)cc1	1944	1623
COc1ccc(C2C=C(c3ccc(F)cc3)NC(=S)N2)cc1OC (stereo not drawn)	1491	1245
Cc1ccc(S(=O)(=O)c2nc(-c3ccccc3)oc2NCCCN2CCOCC2)cc1	1902	1607
Cc1nnc2sc(SCc3ccccc3Cl)nn2c1=O	1856	1470
CCSc1nc(O)cc(=O)n1CC	2011	1732
CCCCOc1ccc(/C(O)=C2/C(=O)C(=O)N(CCCOC)C2c2ccncc2)cc1 (stereo not drawn)	1801	1383
Fc1ccc(C(Nc2ccccn2)c2c[nH]c3ccccc23)cc1 (stereo not drawn)	1768	1546
CCOC(=O)N1CCN(Cc2cn[nH]c2-c2cc3ccccc3o2)CC1	1709	1437
O=C(O)Cc1sc(-c2ccc(C(=O)O)cc2)nc1-c1ccccc1	1939	1691
Cc1ccc(NC(=O)C2CCCN(C(=O)c3ccc(Cl)cc3)C2)cc1C (stereo not drawn)	1595	1627
NS(=O)(=O)c1cccc(NC(=O)COC(=O)CCCc2c[nH]c3ccccc23)c1	1685	1689
COCCN(Cc1ccccc1)C(=O)c1c(C)nn(-c2ccccc2)c1C	1965	1539
COC(=O)c1cc(=O)c2c([N+](=O)[O-])ccc(OC)c2o1	1774	1336
NC(=O)CSc1nnc(-c2ccncc2)o1	1637	1543
CCOc1ccccc1CNC(=O)CCCc1cn(C)c2ccccc12	1815	1614
C[C@H]1C(=O)N(C)CCN1C(=O)c1ccccc1OC1CCN(S(C)(=O)=O)CC1	1555	1521
CCCCCCCC(=O)OCC(=O)[C@@]1(O)CC[C@H]2[C@@H]3CCC4=CC(=O)CC[C@]4(C)[C@H]3[C@@H](O)C[C@@]21C	1431	1488
COc1ccccc1OP(=O)(O)Oc1ccccc1OC	1633	1479
O=Cc1ccc(-c2ccc(F)cc2)o1	1806	1663
Cc1ccc(C)c(N(CC(=O)NN=C2CCN(C)CC2)S(=O)(=O)c2ccccc2)c1	1761	1546
COc1ccc(NS(=O)(=O)c2cccc(NC(=O)CCC(=O)c3ccc(Cl)cc3)c2)cc1	2089	1716
Oc1ccccc1N1CCN(C(=S)NCCc2ccccc2)CC1	1747	1497
COc1ccc(CCNC(=O)CSc2nc3[nH]ncc3c(=O)n2-c2ccc(C)c(Cl)c2)cc1OC	2009	1650
COCC(C)NC(=O)c1ccc(N(C)C)cc1 (stereo not drawn)	1809	1577

# (list continues)
canonical_smiles	SRC1 TRFRET art	SRC3 TRFRET art
Cc1c(C(C)C)c(=O)n(-c2ccc(S(=O)(=O)N3CCOCC3)cc2)n1C	1497	1575
COc1ccc(NC(=O)Nc2ccc(F)c(F)c2)c(OC)c1	1749	1594
CCOCCCNC(=S)Nc1ccc(S(N)(=O)=O)cc1	1721	1478
Nc1nnc(SCC(=O)OCC(=O)NC2CCCCC2)s1	1949	1599
COc1ccccc1C(=O)NCC(=O)N/N=C/c1cc(Br)ccc1OCc1ccccc1	1613	1503

# Molecules from the list above with a thiophene ring, fused or not, in the order listed:
canonical_smiles	SRC1 TRFRET art	SRC3 TRFRET art
O=C(NC(=S)Nc1nc(-c2ccc(Cl)cc2)cs1)c1cccs1	1691	1446
O=Cc1cccn1-c1sc2c(c1C(=O)O)CCCC2	2000	1601
CC(C)(C)c1nnc(NC(=O)c2cccs2)s1	1907	1757
C=CCn1c(SCC#N)nc2sc(CC)cc2c1=O	1795	1682
C=CCNC(=O)/C(C#N)=C/c1cn(-c2ccccc2)nc1-c1cccs1	1642	1569
CCOC(=O)c1c(NC(=O)c2ccccc2Cl)sc2c1CCc1ccccc1-2	1906	1684

# An excerpt (hit frequency here may not be typical).
